Screening results: PubChem BioAssay, National Center for Advancing Translational Sciences (NCATS)
Lipid storage S3 – qHTS Assay for Lipid Storage Modulators in Drosophila S3 Cells; Drosophila S3 cells, BODIPY lipid droplet fluorescence, 18-24 h; cells fed with added oleic acid; lipid storage change, negative = inhibition, % at the top dose, mostly 46.1 µM; hits show Potency in µM; 320,000 compounds, 0.64% hits; active = well fitted inhibition curve with a large enough effect in the signal ratio, with a control signal flat, not every such curve was filed as active; inconclusive = small, poorly fitted or top-dose-only effect, or effect the other way, or a change in a side signal; the % refers to the signal ratio
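Drosophila S3 cells loaded with oleic acid (400 uM, as added) and compounds at several concentrations; lipid droplets imaged by 488-nm laser-scanning cytometry, 500–530 nm intensity and object ratio to cell channel. Percent activity normalized to 20 uM Triacsin C.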
Lipid storage S3 cell count max – also measured in Lipid storage S3; calls as there; cell number change, %; measured here: cell count max response;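 cells counted by Cell Tracker Red CMTPX staining in the red channel; peak over a dose series mostly up to 46.1 µM; percent activity relative to internal control wells on each plate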
Numbers without * were called inactive; i = inactive; u = inconclusive; x = not tested or not shown; & = joins results of further samples; [ ] = another dose, or the depositor's remark. % is set by controls: 0 for no effect and ±100 for the full control effect; potency is the fitted concentration of half-maximal effect. This is a subset, so the mix of outcomes need not match the whole.

SMILES	Lipid storage S3	Lipid storage S3 cell count max
COc1cc(OC)c(NC(C)C(=O)NCc2ccccc2)cc1Cl (configuration not stated)	-1.6%	3.0
Cc1ccccc1C(=O)Nc1ccc(-c2nnc(SC(C)C(=O)O)n2C)cc1 (configuration not stated)	-4.5%	5.4
CCOC(=O)c1sc(N)c(C#N)c1COC(=O)C1=COCCO1	u	x
Cc1cc(NC(=O)CSc2nc3cc(Cl)ccc3o2)no1	u	x
CCCS(=O)(=O)N1CCN(Cc2ccncc2)CC1	-6.3%	5.3
COc1ccccc1-c1nnc(SCC(=O)N2CCOCC2)o1	21.4%	1.9
CCc1ccc(NC(=O)[C@H](C)NC(=O)C2CCN(C(=O)[C@@H](N)CC(C)C)CC2)cc1	u	x
CC(Sc1nccn1C)C(=O)Nc1ccc(C(N)=O)cc1 (configuration not stated)	-16.1%[0.0737 µM]	24.6
O=C(COC(=O)c1ccccc1S(=O)(=O)N1CCCCC1)NCC(F)(F)F	i	5.6
CSc1nnc(SCC2=NNC(=O)SC2)s1	u	x
CCOC(=O)N1CCC(NC(=O)CSCc2nc(-c3ccc(OCC)cc3)oc2C)CC1	i	4.0
CCc1ccccc1NS(=O)(=O)c1ccc2c(c1)C(C)(C)C(=O)N2C	u	x
CCn1c(SCC(=O)Nc2ccccc2Br)nnc1-c1cnccn1	u	x
COc1cc2oc(-c3ccc(O)cc3)cc(=O)c2c(OC)c1O	u	x
COc1ccc(NC(=O)CN(c2ccc(C(C)C)cc2)S(=O)(=O)c2c(C)noc2C)cc1OC	-0.3%	-15.6
O=C(OCC(CO)OC(CO)n1ccc(=O)[nH]c1=O)c1ccccc1 (configuration not stated)	-8.1%	-4.1
Cc1cc(C2=NNC(=NC3CC3)SC2)c(C)n1-c1c(C)n(C)n(-c2ccccc2)c1=O	u	x
CCOC(=O)COc1cccc2c(=O)n(CC(=O)NCc3ccc(F)cc3)ccc12	18.9%	x
O=C(/C=C/c1ccccc1)NCCN1CCOCC1	u	x
Cc1ccc(NC(=O)CN2C(=O)C3C4C=CC(C4)C3C2=O)cc1 (configuration not stated)	u	x
COC(=O)c1cc(C(=O)c2ccc(Cl)cc2)n2c(=O)/c(=C\N(C)C)sc12	u	x
O=C(Nc1ccc(Br)cc1F)C1CCCN(S(=O)(=O)c2cnc[nH]2)C1 (configuration not stated)	u	x
CCOc1ccc(-c2nc(CSCC(=O)NCCCN3CCCC3=O)c(C)o2)cc1	u	x
O=C(Cn1ncc(Cl)c(Cl)c1=O)N1CCOCC1	u	x
COc1ccc(C(=O)NCCCn2ccnc2)cc1	u	x
Cc1cc(NC(=O)CSc2nnc(-c3ccccc3)o2)no1	-18.9%	3.1
O=C(CN1CCOCC1)Nc1nc(-c2ccccc2Cl)cs1	10.1%	-5.5
CCN(CC)C(=O)c1sc(NC(=O)c2ccc(OC)c([N+](=O)[O-])c2)c(C#N)c1C	8.6%	4.0
Cc1nn(C)cc1S(=O)(=O)Nc1ccc2c(c1)OCCO2	14.2%	9.2
COc1cccc(NC(=O)CN(C)C(=O)/C=C/c2cn(Cc3ccccc3)nc2-c2cccnc2)c1	u	x
Cc1nc(-c2ccc(F)cc2)c(CC(=O)Nc2cccc(S(=O)(=O)N3CCOCC3)c2)s1	u	x
O=C(CSc1ncccn1)N1CCCc2ccccc21	2.6%	12.6
Fc1ccc(CNC(=S)Nc2ccccc2F)cc1	u	x
CCCCOc1ccc(-c2nc(/C=N/c3nccs3)c(O)o2)cc1	4.8%	0.0
C=CCN1C(=O)CS/C1=C(\C#N)S(=O)(=O)c1ccc(C)cc1	u	x
O/N=C1\CCc2cc(Cl)ccc21	15.9%	-6.2
CCOc1ccc(-c2nc(CSCC(=O)NCCN3CCOCC3)c(C)o2)cc1	i	-0.3
CSc1cccc(-n2cc(-c3ccc4c(c3)OCO4)[nH]c2=O)c1	u	x
Cc1nc(NCCN2CCOCC2)c2nnn(Cc3c(F)cccc3Cl)c2n1	u	x
CC(C(=O)Nc1ccncc1)(c1ccccc1)c1ccccc1	u	x
CCOc1ccc(NC(=O)CN(C)C(=O)CCCOc2ccc(Br)cc2)cc1OCC	i	23.3
CC(C)(CNCC(O)c1ccccc1)N1CCOCC1 (configuration not stated)	-22.5%	7.9
CCNC(=S)N/N=C/c1sccc1C	9.6%	-2.4
Cc1cc(C)nc(SCC2COc3ccccc3O2)n1 (configuration not stated)	u	x
O=C(Nc1ccc2c(c1)OCO2)C1CCN(S(=O)(=O)Cc2ccccc2)CC1	u	x
CCOC(=O)c1ccc(NC(=O)NCCc2ccccc2OC)cc1	-8.0%	2.6
CC(=O)Nc1cccc(O)c1	u	x
CC(C)CS(=O)(=O)C1=NN2C(=N)/C(=C\c3ccc(OC(=O)c4ccco4)cc3)C(=O)N=C2S1	u	x
C[C@@H]1C[C@H]2[C@@H]3CCC4=CC(=O)C=C[C@]4(C)[C@@]3(F)[C@@H](O)C[C@]2(C)[C@@]1(O)C(=O)COP(=O)(O)O	0.8%&0.7%	10.7
CCOc1ccc(NC(=O)CN2CCN(CC(=O)Nc3ccc(Cl)c(C(F)(F)F)c3)CC2)cc1	u	x
CCOC(=O)c1cc(C)sc1NC(=O)C(c1ccccc1)c1ccccc1	u	x
O=C(O)CNC(=O)CCN1C(=O)c2ccccc2C1=O	u	x
Cc1ccc(Cn2c(SCC(=O)NCC3CCCO3)nc3ccsc3c2=O)cc1 (configuration not stated)	5.4%	-2.6
CC(C)(C)c1ccc(-n2ncc3c2CCCC3NC(=O)c2csnn2)cc1 (configuration not stated)	u	x
CCN(CC)S(=O)(=O)c1ccc(N2CC(C(=O)NCCc3ccc(Cl)cc3)CC2=O)cc1 (configuration not stated)	8.6%	9.6
Cc1cccn(Cc2c(F)cccc2Cl)c1=O	4.5%	-12.3
CCCCN(Cc1ccccc1)C1CCN(Cc2ccccc2)CC1	-3.5%	x
CCC(=NCCc1c(C)[nH]c2ccc(OC(F)(F)F)cc12)C1=C(O)CC(c2ccccc2)CC1=O (configuration not stated)	u	x
Cc1cccc(C)c1NC(=O)COC(=O)c1cccc2c1C(=O)c1ccccc1C2=O	4.8%	1.2
CN(C)S(=O)(=O)c1ccc(C(=O)Nc2ccc(Cl)cc2)cc1	u	x

Other structures
SMILES	Lipid storage S3	Lipid storage S3 cell count max
COc1ccc(CC(=O)NNC(=O)CSc2nnc(Cc3ccc(OC)cc3)n2-c2ccccc2)cc1	u	x
Cc1csc(=O)n1CCC(=O)OCC(=O)Nc1cc([N+](=O)[O-])ccc1Cl	1.0%[0.0737 µM]	x
Cc1cccc(OCc2nnc(SCC(=O)Nc3cccc(C(=O)N4CCOCC4)c3)n2C)c1	-21.1%	x
COc1ccc(F)cc1S(=O)(=O)NCC(c1ccc2c(c1)OCO2)N1CCN(C)CC1 (configuration not stated)	11.3%	9.1
Cc1nc(CS(=O)(=O)c2ccccc2)cc(N2CCN(c3ccccc3F)CC2)n1	u	x
CCCc1noc(-c2cccc([N+](=O)[O-])c2)n1	0.6%	9.3
COC(/C=C/Nc1ccc(OC)cc1)=C(C#N)C#N	-10.9%	5.3
COCc1ccc(-c2ccc3c(c2)c(C#Cc2ccsc2)c(-c2cc(OC)cc(OC)c2)n3C)cc1	u	x
CC(=O)Nc1cccc(-c2cc(-c3c(Cl)cccc3Cl)no2)c1	u	x
COc1ccc(NC(=O)CS(=O)CC(=O)Nc2cccc3cccnc23)cc1 (configuration not stated)	u	x
COc1cc(NC(=O)c2cccc(Br)c2)nc(OC)n1	16.1%	0.3
Cc1nc(NC2CCCC2)sc1C(=O)N(C)C	u	x
COc1ccccc1NC(=S)NC(=O)C(C)(C)C	i	x
C[C@@]12C(=O)Nc3ccccc3C(=O)N1[C@H]1c3cc(Br)ccc3OC[C@@H]1[C@@H]2c1ccccc1	u	x
N#CC1=C(N)C(C#N)(C#N)[C@H](c2cccnc2)[C@H]2CN(C(=O)OCc3ccccc3)CC=C12	u	x
CCOc1ccc(S(=O)(=O)NCCCl)cc1	-16.1%	7.2
O=C(CSc1nnc(-c2ccc(F)cc2)c2ccccc12)NCC1CCCO1 (configuration not stated)	u	x
CC1(C)CC(=O)C(C=Nc2ccc3cn[nH]c3c2)=C(O)C1	15.9%	-0.1
CCS(=O)(=O)Nc1cccc(-c2cc(-c3ccccc3)c3cc(C)ccc3n2)c1	u	x
Cc1nc(Nc2cccc(C(C)O)c2)c2nnn(Cc3ccccc3F)c2n1 (configuration not stated)	4.3%	0.1
CN(C)CCNC(=O)c1c(NC(=O)c2ccccc2)sc2c1CCCC2	u	x
COc1ccc(OC)c(C2CC(=O)N3CN(c4ccccc4F)CSC3=C2C#N)c1 (configuration not stated)	u	x
CC#CCC(CC#CC)c1nc2ccccc2c(=O)n1N	9.1%	10.3
O=S(=O)(c1ccccc1)N1CCN(C(=S)Nc2ccccc2)CC1	u	x
CCN(c1ccc(C(=O)CSc2nnc(C3CC3)n2C2CC2)cc1)S(C)(=O)=O	u	x
O=C(CSC(=S)N1CCCCC1)N1N=CCC1c1ccccc1 (configuration not stated)	u	x
O=C(Nc1ccccc1F)C1CCCN(S(=O)(=O)c2cccc3cccnc23)C1 (configuration not stated)	u	x
CCCC(=O)N1CCC(CCC(=O)NC2CC2)CC1	u	x
CCCNC(=O)Cn1cnc2sc(C(=O)Nc3ccc4c(c3)OCO4)c(C)c2c1=O	u	x
CC(C)[C@H]1C(=O)Nc2ccccc2N1C(=O)N[C@@H](Cc1ccccc1)C(=O)N[C@@H](Cc1ccccc1)C(=O)O	-4.8%	-3.2
Cc1cc(S(=O)(=O)N2CCOCC2)ccc1F	2.6%	6.5
CC(C)COC(=O)N1CCCC1C(=O)O (configuration not stated)	-1.6%	-2.2
O=C(O)C1CC=C(Cl)CC1C(=O)NCC1OCCc2ccccc21 (configuration not stated)	2.3%	13.3
COCCn1c(Sc2ccccc2)nc2c1c(=O)[nH]c(=O)n2C	u	x
O=C(CSc1nc2ncccc2[nH]1)Nc1ccc2c(c1)OCO2	u	x
O=C(NCC1CCCO1)C(c1ccco1)N(Cc1ccc(F)cc1)C(=O)CN1C(=O)c2ccccc2S1(=O)=O (configuration not stated)	i	-3.8
O=C(COc1ccc2ccc(=O)oc2c1)Nc1cc([N+](=O)[O-])ccc1F	1.3%	-12.7
COCCN1CCN(C(=O)c2ccc3nc(Cc4ccccc4F)oc3c2)CC1	u	x
Cc1ccc(NC(=S)N2CCC(c3ccccc3)C2)c(Cl)c1 (configuration not stated)	-2.8%	-0.9
CN(CCCCCC(=O)/C=N/O)Cc1ccccc1	-0.8%	-10.8
CN(CCCC1CCCC1)C(=O)CC1C(=O)NCCN1Cc1cccc(F)c1F (configuration not stated)	u	x
CN(C)S(=O)(=O)c1ccc(SCC(=O)N2CC(=O)Nc3ccccc32)nc1	u	x
O=C(CN1CCN(Cc2ccc(Cl)cc2)CC1)N/N=C/c1c[nH]c2ccccc12	u	x
c1ccc(CSc2nnc(-c3ccco3)n2Cc2ccco2)cc1	-1.7%	-27.7
COCCSc1nnc(NC(=O)COC)s1	25.9µM*	-16.2*

Quoted at random: 4 compounds from above.
SMILES	Lipid storage S3	Lipid storage S3 cell count max
CC(C)(CNCC(O)c1ccccc1)N1CCOCC1 (configuration not stated)	-22.5%	7.9
CSc1cccc(-n2cc(-c3ccc4c(c3)OCO4)[nH]c2=O)c1	u	x
CCOc1ccc(NC(=O)CN(C)C(=O)CCCOc2ccc(Br)cc2)cc1OCC	i	23.3
COc1cc(OC)c(NC(C)C(=O)NCc2ccccc2)cc1Cl (configuration not stated)	-1.6%	3.0

Whole records from above. Values in the order: Lipid storage S3 | Lipid storage S3 cell count max
O=C(CN1CCN(Cc2ccc(Cl)cc2)CC1)N/N=C/c1c[nH]c2ccccc12 reads u | x
O=C(COc1ccc2ccc(=O)oc2c1)Nc1cc([N+](=O)[O-])ccc1F reads 1.3% | -12.7
CN(C)S(=O)(=O)c1ccc(SCC(=O)N2CC(=O)Nc3ccccc32)nc1 reads u | x
COCCSc1nnc(NC(=O)COC)s1 reads 25.9µM* | -16.2*
Cc1ccc(NC(=S)N2CCC(c3ccccc3)C2)c(Cl)c1 (configuration not stated) reads -2.8% | -0.9

The listing continues:
SMILES	Lipid storage S3	Lipid storage S3 cell count max
COc1ccc([N+](=O)[O-])c(S(=O)(=O)c2ccc(Cl)cc2)n1	u	x
O=C(Nc1cccc(F)c1)c1cccc2c1C(=O)N(C1CCCCC1)C2	i	27.4
O=C1SC(SCc2ccccc2Cl)=N/C1=C\c1ccc(C(=O)O)cc1	u	x
CCOC(=O)COc1ccc(/C=C2/SC(=Nc3ccccc3)N(Cc3cccnc3)C2=O)cc1OC	u	x
Cc1cc(C)cc(NC(=S)N2CCC(c3nc4ccccc4s3)CC2)c1	19.8%	-6.9
Oc1c(N=NC(=S)Nc2ccccc2F)c2ccccc2n1Cc1ccc(F)cc1	u	x
CC(=O)Nc1ccc2oc(-c3ccccc3)nc2c1	10.5%	17.7
COc1cccc(-c2c(-c3cc(OC)cc(OC)c3)n(C)c3ccc(Br)cc23)c1	u	x
Brc1ccccc1-c1nnc(CSc2nnc3sc4ccccc4n23)o1	i	3.4
COc1ccc(NCC(O)Cn2c(C)c(C)c3ccccc32)cc1 (configuration not stated)	u	x
Cc1ccc(C(=O)CSc2nc(N)cc(=O)[nH]2)cc1C	u	x
Cc1cccc(OCCC(=O)OCc2csc(CC(=O)Nc3ccccc3C)n2)c1	u	x
COc1ccccc1-n1c(SCc2cc(=O)oc3cc(O)ccc23)nc2ccccc2c1=O	u	x
COc1ccc(-n2nc3c(c2NC(C)=O)CS(=O)(=O)C3)cc1	-13.5%	0.1
O=C(NC1CCN(C(=O)c2ccccc2Br)CC1)c1ccccc1	u	x
